# BAP1 inh – inhibitors of human BAP1 deubiquitinase; Q92560; recombinant BAP1, Ub-AMC hydrolysis fluorescence kinetic; stronger effect = lower value; activity remaining (% of control), % at 20 µM; hit rate 0.48% among 72,000;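 active = activity remaining at or below 50% of control, provided the compound also passes the data quality filters; inactive = the rest, including low values that fail the filters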;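 also: 100% = DMSO wells rate and 0% = substrate alone blank rate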
# Target sequence (Q92560 whole entry, looked up): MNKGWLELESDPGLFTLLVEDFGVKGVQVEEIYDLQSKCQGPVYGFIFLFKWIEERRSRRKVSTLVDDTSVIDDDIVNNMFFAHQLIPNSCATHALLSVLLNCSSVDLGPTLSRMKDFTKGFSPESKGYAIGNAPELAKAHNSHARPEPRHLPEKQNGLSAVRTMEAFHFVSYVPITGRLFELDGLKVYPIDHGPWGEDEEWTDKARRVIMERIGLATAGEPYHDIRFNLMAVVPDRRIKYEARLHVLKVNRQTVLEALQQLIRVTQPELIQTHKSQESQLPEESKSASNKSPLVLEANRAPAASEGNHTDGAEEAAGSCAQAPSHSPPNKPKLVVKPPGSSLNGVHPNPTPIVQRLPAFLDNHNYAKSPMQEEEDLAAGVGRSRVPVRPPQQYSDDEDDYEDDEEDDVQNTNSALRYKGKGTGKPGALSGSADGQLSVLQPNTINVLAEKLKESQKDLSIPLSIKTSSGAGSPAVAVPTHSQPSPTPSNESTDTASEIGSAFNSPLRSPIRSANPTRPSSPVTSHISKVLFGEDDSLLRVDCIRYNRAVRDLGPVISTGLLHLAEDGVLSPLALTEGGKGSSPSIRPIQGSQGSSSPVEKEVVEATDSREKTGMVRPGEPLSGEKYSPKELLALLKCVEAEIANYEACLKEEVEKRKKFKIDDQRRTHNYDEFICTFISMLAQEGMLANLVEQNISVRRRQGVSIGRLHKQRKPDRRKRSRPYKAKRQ
# HePTP inhibitor – inhibitors of human HePTP phosphatase. hit rate 0.64% among 110,000. P35236. recombinant HePTP phosphatase activity, OD absorbance. inhibition, % at 20 µM. AID 521; in the data active = inhibition above about 50%;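 also: plate controls were vehicle for no effect and reference inhibitor for full effect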
# Target sequence (P35236 whole entry, looked up): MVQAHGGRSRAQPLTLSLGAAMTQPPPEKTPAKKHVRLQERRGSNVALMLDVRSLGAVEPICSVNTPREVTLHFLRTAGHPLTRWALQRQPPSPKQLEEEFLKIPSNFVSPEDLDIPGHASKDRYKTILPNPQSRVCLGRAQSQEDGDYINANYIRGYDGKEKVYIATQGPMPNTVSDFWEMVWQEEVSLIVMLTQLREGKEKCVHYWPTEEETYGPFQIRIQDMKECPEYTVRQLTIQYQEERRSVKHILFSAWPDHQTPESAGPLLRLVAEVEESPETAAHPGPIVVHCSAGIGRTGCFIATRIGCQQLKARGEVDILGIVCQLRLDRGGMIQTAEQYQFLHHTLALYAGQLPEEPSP
# * = called active by the depositor; i = inactive; nt = no result given; & = joins results of further samples.
BAP1 inh	HePTP inhibitor	SMILES
94	5	COc1cc(C2CC(C(F)(F)F)n3ncc(C(=O)O)c3N2)cc(OC)c1OC (stereo not drawn)
72	2	COc1ccccc1CNC(=O)C1CCN(S(=O)(=O)c2c(C)noc2C)CC1
56	-2	COc1cc(C(=O)Nc2ccc(-c3nc4ccccc4[nH]3)cc2)cc(OC)c1OC
nt	5	Cc1ccc(S(=O)(=O)N(CCc2ccccc2)CC(=O)NCc2ccc(Cl)cc2)cc1
86	7	CCC(=O)N1CCc2cc(S(=O)(=O)N3CCc4ccccc43)ccc21
nt	-21	O=C(/C=C/c1ccccc1)NC(=S)Nc1ccc([N+](=O)[O-])cc1Cl
nt	9	Cc1ccc(NC2=C(Cl)C(=O)N(Cc3ccccc3)C2=O)cc1C
nt	-2	CC(C)c1ccc(N2C(=O)NC(=O)/C(=C/c3cccc(O)c3)C2=O)cc1
nt	3	Cc1c(Cl)cccc1NC(=O)c1cc2c(C)nn(-c3ccccc3)c2s1
90	9	CC(=O)N1CCN(c2ccc(S(=O)(=O)N3CCCCC3)cn2)CC1
nt	9	O=C(NCCC1=CCCCC1)c1ccc(Cl)cc1[N+](=O)[O-]
84	-3&-1	CCOc1ccc(CNc2ccc3c(c2)ncn3C)cc1
nt	-1	COc1cccc(/C=N/NC(=O)CSc2ccc3ccccc3n2)c1
93	-4	Cc1cc(N/C=C/C(=O)c2cccc3ccccc23)no1
108	5	COc1ccc(S(=O)(=O)N2CCN(C(=O)NCc3ccccc3)CC2)cc1
nt	-3	COc1ccc(CCNC(=O)C2CC2(c2cccc(C)c2)c2cccc(C)c2)cc1OC (stereo not drawn)
nt	-22	CCOC(=O)c1c(NC(=O)c2ccc(Cl)cc2)sc(C(=O)Nc2ccccc2OCC)c1C
180	9	Nc1ccccc1-c1nc2ccccc2[nH]1
56	nt	O=C(Nc1ccccc1O)c1cc(S(=O)(=O)N2CCCC2)ccc1Cl
108	7	Cc1ccc(Cl)cc1N1CCN(C(=O)C2CCN(S(=O)(=O)c3c(C)nn(C)c3C)CC2)CC1
nt	2	CCNC(=S)NCCN1CCCCC1
nt	4	O=C(Nc1ccn(-c2ccccc2)n1)c1ccc(S(=O)(=O)N2CCCCCC2)cc1
nt	3	COc1ccc(/C=N\NC(=O)c2ccc(Br)cc2)cc1I
114	12	COc1cc2c(C(=O)N3CCN(C4CCCCC4)CC3)cn(CC(C)C)c(=O)c2cc1OC
91	14	Cc1cc(C)nc(SCCC(=O)N(C)C)n1
71	6	Nc1nsnc1C(=O)NCCO
nt	-3	CCOCCOC(=O)C1=C(C)N(C)C(=O)NC1c1ccc(OCc2ccccc2)cc1 (stereo not drawn)
130	-2	COc1ccc(C(=O)Cn2c(Br)nc3c2c(=O)n(C)c(=O)n3C)cc1OC
nt	6	O=C(O)C1C2C=CC(C2)C1C(=O)Nc1cccc(F)c1 (stereo not drawn)
nt	12	CC(C)(C)NC(=O)c1cc(-c2ccccc2)n(-c2ccccc2)n1
163	9	CCOC(=O)/C=C(\C)Sc1cc(=O)oc2ccccc12
nt	7	O=C(C1CCC1)N1CCN(Cc2ccccc2)CC1
nt	1	Cc1cc(C)c(Cn2c(=O)n(CCCC(=O)NCc3ccco3)c(=O)c3ccccc32)c(C)c1
nt	-18	Cc1ccc(OCC(=O)N/N=C\c2ccncc2)cc1
52	3	COc1ccc(NC(=O)C2CCC(=O)N2S(=O)(=O)c2ccc(C)cc2)c(OC)c1 (stereo not drawn)
67	4	Nc1cc(C(=O)N2CCCC2)cc(C(=O)N2CCCC2)c1
nt	5	Cn1c(=O)c([N+](=O)[O-])c(NCCCO)c2ccccc21
nt	4	COC(=O)c1cn(NC(=O)c2ccc3c(c2)OCO3)c(=O)c2ccccc12
nt	-2	Cc1cc2ncn(C(=O)c3ccco3)c2cc1C
nt	1	COc1ccc(C(=O)/C=C/c2ccc(-c3ccc(Cl)cc3Cl)o2)cc1
93	4	O=C(O)CC(c1ccccc1)n1cccc1 (stereo not drawn)
98	6	CN(C(=O)c1coc(=O)c2ccccc12)c1ccc(F)cc1
184	-16	Cc1nc(-c2ccccc2)sc1C(=O)Nc1ccc(-c2cn3ccccc3n2)cc1
nt	8	CC(C)(C)CC(C)(C)NC(=O)CSc1nnc(-c2cccc(F)c2)n1-c1ccccc1
nt	5	O=C(CN(c1ccccc1)S(=O)(=O)c1ccccc1[N+](=O)[O-])Nc1cc(Cl)cc(Cl)c1
113	4	O=C(CSc1nc2ccccc2o1)NCc1n[nH]c(=O)c2ccccc12
107	7	CCc1ccc(NC2=NC(C(=O)c3ccccc3)CC(=O)N2)cc1 (stereo not drawn)
nt	-14	Cc1ccc(C(=O)c2c(C)oc3c2cc(O)c2ccccc23)cc1
106	1	COc1ccc2cc(C)c(SCC(=O)Nc3cc(C)on3)nc2c1
86	3	Cc1ccc(C)n1NC(=O)c1ccco1
nt	1	COc1cc(/C=C2/SC(=S)N(c3ccccc3)C2=O)cc(Br)c1OC(=O)c1ccc(C)cc1
54	-12	O=C(Cc1c[nH]c2ccccc12)N1CCc2ccccc21
75	-6	Cc1cccc(OCCC(=O)Nc2ccc(S(=O)(=O)N3CCCC3)cc2)c1
66	6	CN1C2C=C3C(C#N)=C(N)C(C#N)(C#N)[C@@H](c4ccsc4)[C@@H]3C1CC2 (stereo partly drawn)
75	4	OCCNc1nc2ccc(Cl)cc2[nH]1
nt	9	COc1ccccc1N1CCN(CC(O)COc2ccc3c(C)cc(=O)oc3c2)CC1 (stereo not drawn)
110	7	Cc1ccc2c(C)[nH]c(=O)cc2c1
60	nt	O=[N+]([O-])c1ccc(-c2nc3ccccc3nc2-c2ccccc2)cc1
85	0	CC(=O)c1c(C)c[nH]c1C
nt	-10	O=C(O)C1C2CCC(O2)C1C(=O)NCc1cccs1 (stereo not drawn)

# Continued.
BAP1 inh	HePTP inhibitor	SMILES
64	7	Cc1nc(NC(CC(C)C)C(=O)O)c2nc(C)oc2n1 (stereo not drawn)
109	5	O=C(O)c1ccc(COc2ccccc2Cl)cc1
nt	-7	CCN(CC)S(=O)(=O)c1ccc(NC(=O)c2ccc(OC)c(I)c2)cc1
nt	-4	CNc1oc(-c2ccco2)nc1C#N
nt	12	CC(=O)Nc1c(C)ccc2nsnc12
101&85	4	COC(=O)Cn1nc(-c2ccccc2)c2ccccc2c1=O
nt	3	CCOC(=O)C(=Cc1cc(OC)c(OC)cc1Br)C(=O)OCC
173	0	CCOC(=O)C1CCN(Cc2ccccc2C(F)(F)F)CC1
nt	3	Cc1cc2occ(CC(=O)O)c2cc1C
78	0	CCOC(=O)C1=C(CN2CCSCC2)NC(=O)NC1c1cc(C)ccc1C (stereo not drawn)
nt	-2	O=C(N/N=C\c1cccc(O)c1)C(=O)N/N=C/c1cccc(O)c1
nt	2	CCNC(=O)CN(C1CCCCC1)S(=O)(=O)c1ccc(F)cc1
110	-6	O=C1CC(c2cc3c(cc2Br)OCO3)C2=C(CCCC2=O)N1 (stereo not drawn)
nt	-6	Cc1ccc(S(=O)(=O)/N=C/c2ccc(C(F)(F)F)cc2)cc1
102	-1	COc1ccc(/C(O)=C2/C(=O)C(=O)N(CCN(C)C)C2c2ccc(F)cc2)cc1Cl (stereo not drawn)
72	4	Cn1c(NC(=O)c2cccc(Cn3cc(Cl)cn3)c2)nc2ccccc21
93	-1	CC1(C)C(=O)OC(C(=O)c2ccccc2)C(C)(C)C1=O (stereo not drawn)
i	18	C=CCn1c(N)c(C(=O)OCCC)c2nc3ccccc3nc21
113	6	CC(C)C(=O)NCCn1ccc2ccccc21
nt	1	O=C(c1nn2c(c1Br)NC(c1cccs1)CC2C(F)(F)F)N1CCCC1 (stereo not drawn)
nt	4	O=C(c1ccccc1)N1CCCC2CCCC21 (stereo not drawn)
130	8	O=C(C1CCN(S(=O)(=O)N2CCOCC2)CC1)N1CCN(c2ccccc2)CC1
94	0	COC(=O)c1cc(N2C(=O)C3C(C2=O)C2(C)C=CC3(C)O2)ccc1Cl (stereo not drawn)
nt	-2	COc1cc2oc(=O)c3c(c2cc1Cl)CCCC3
nt	5	O=[N+]([O-])c1ccc(/C=N/c2nc3c(s2)CCCC3)cc1
nt	6	CCOC(=O)c1c(C)nc2n(/N=C/c3ccccc3[N+](=O)[O-])c3ccccc3n12
106	7	CCn1nc(C(=O)NCCc2ccc(S(N)(=O)=O)cc2)c2ccccc2c1=O
80	1	CSc1nc(N)nc(SCC(=O)c2ccc(C)cc2)c1C#N
nt	3	CCOc1cc(/C=C2/C(=O)NC(=O)N(c3ccccc3)C2=O)ccc1OCc1ccc([N+](=O)[O-])cc1
91	9	CCOC(=O)c1cnn(-c2ccccn2)c1N

# 3 structures out of the list, ordered by formula weight, falling.
BAP1 inh	HePTP inhibitor	SMILES
106	7	CCn1nc(C(=O)NCCc2ccc(S(N)(=O)=O)cc2)c2ccccc2c1=O
nt	6	CCOC(=O)c1c(C)nc2n(/N=C/c3ccccc3[N+](=O)[O-])c3ccccc3n12
nt	-2	O=C(N/N=C\c1cccc(O)c1)C(=O)N/N=C/c1cccc(O)c1

# The listing picks up; the 7 compounds before the break are reprinted first.
BAP1 inh	HePTP inhibitor	SMILES
nt	-2	COc1cc2oc(=O)c3c(c2cc1Cl)CCCC3
nt	5	O=[N+]([O-])c1ccc(/C=N/c2nc3c(s2)CCCC3)cc1
nt	6	CCOC(=O)c1c(C)nc2n(/N=C/c3ccccc3[N+](=O)[O-])c3ccccc3n12
106	7	CCn1nc(C(=O)NCCc2ccc(S(N)(=O)=O)cc2)c2ccccc2c1=O
80	1	CSc1nc(N)nc(SCC(=O)c2ccc(C)cc2)c1C#N
nt	3	CCOc1cc(/C=C2/C(=O)NC(=O)N(c3ccccc3)C2=O)ccc1OCc1ccc([N+](=O)[O-])cc1
91	9	CCOC(=O)c1cnn(-c2ccccn2)c1N
140	6	N#CC1=C(N)N(c2ccccc2)C(c2ccccc2)C1(C#N)C#N (stereo not drawn)
nt	-7	COc1cccc(CN2CCN(Cc3ccc(C(F)(F)F)cc3)CC2)c1OC
102	2	COC(=O)c1ccc(CSc2nnc(CNC(=O)c3cccs3)o2)o1
nt	-1	CCOC(=O)c1c(NC(=O)Cc2cccs2)sc(C(=O)N2CCOCC2)c1C
105	-6	CN1CCN(CCCNC(=O)Cn2nc(-c3ccccc3)ccc2=O)CC1
111	-13	CC1(C)CC(=O)C=C(Nc2ccccc2NC(=O)c2cnccn2)C1
104	12	COCC(C)NC(=O)NC(=O)c1ccc(Cl)cc1 (stereo not drawn)
111	13	C=C(C)Cn1c(SCC#N)nc2ccccc2c1=O
nt	-1	CCOC(=O)C1CCN(S(=O)(=O)c2cccc3cccnc23)CC1
96	nt	CCOc1ccc(C2NC(=O)NC(C)=C2C(=O)OC(C)C)cc1 (stereo not drawn)
88	0	CN(C)S(=O)(=O)N1CCN(C(=O)N2CCCCC2)CC1
nt	2	Cc1ccc2ccc3cccc(S(=O)(=O)O)c3c2n1
104	4	CCOC(=O)C1Cc2c([nH]c3ccccc23)CN1 (stereo not drawn)
100	-9	O=C(Cc1ccccc1)N[C@H](c1ccccc1)P(=O)(O)CO
nt	-8	C=CCOc1c(Cl)cc(/C=C2/C(=O)NN(c3ccc(Br)cc3)C2=O)cc1OC
nt	10	Cc1cc(C)nc(NS(=O)(=O)c2ccc(NC(=O)COc3ccc4ccccc4c3)cc2)n1
88	3	CCCN(CCC)S(=O)(=O)c1ccc2c(c1)CCCN2C(C)=O
nt	8	O=S(=O)(c1ccc(S(=O)(=O)N(Cc2ccc(F)cc2)C2CCCC2)cc1)N1CCCC1
104	10	Cc1nc2sc(C(c3ccc(Cl)cc3)N3CCOCC3)c(O)n2n1 (stereo not drawn)
152	nt	COc1cccc(C2C3=C(NCCN=C3c3ccc(Cl)cc3)C(=O)N2c2ccccc2)c1 (stereo not drawn)
nt	8	Cc1ccc(N(CC(=O)NC(C)c2ccccc2)S(C)(=O)=O)cc1Cl (stereo not drawn)
nt	4	COc1ccc(C(=O)NCCCNc2ccc([N+](=O)[O-])cc2Cl)cc1OC
103	4	O=C(NCCCN1CCCC1)C1CCC(=O)N1C1CCCCC1 (stereo not drawn)
nt	-10	O=C1NC(=O)N(c2ccc(Cl)cc2)C(=O)/C1=C/c1ccc(F)cc1
102	0	CCCS(=O)(=O)N1CCCC(C(=O)NCCCN(C)c2ccccc2)C1 (stereo not drawn)
nt	7&10	Cc1cc(=O)[nH]c(SCC(=O)c2ccc(Br)cc2)n1
116	nt	Cc1ccc(-n2nc3cc(C)c(NC(=O)c4ccc(Br)cc4)cc3n2)cc1
nt	5	O=c1c(-c2nc3ccccc3o2)c2oc3ccccc3n2c2ccccc12
nt	7	CCc1ccc(-n2c(C)cc(/C=C3/SC(=S)NC3=O)c2C)cc1
97	-7	O=C(c1c(F)cccc1F)N1CCN(c2ccccc2F)CC1

# Quoted at random: 6 entries already listed
BAP1 inh	HePTP inhibitor	SMILES
nt	-7	COc1cccc(CN2CCN(Cc3ccc(C(F)(F)F)cc3)CC2)c1OC
nt	-8	C=CCOc1c(Cl)cc(/C=C2/C(=O)NN(c3ccc(Br)cc3)C2=O)cc1OC
88	0	CN(C)S(=O)(=O)N1CCN(C(=O)N2CCCCC2)CC1
88	3	CCCN(CCC)S(=O)(=O)c1ccc2c(c1)CCCN2C(C)=O
102	2	COC(=O)c1ccc(CSc2nnc(CNC(=O)c3cccs3)o2)o1
nt	7	CCc1ccc(-n2c(C)cc(/C=C3/SC(=S)NC3=O)c2C)cc1

# Continued:
BAP1 inh	HePTP inhibitor	SMILES
nt	-15	COc1ccc(C2CC(C(F)(F)F)n3nc(C(=O)Nc4cccnc4)cc3N2)cc1 (stereo not drawn)
56	-2	CCOC(=O)Cn1cnc2sc3c(c2c1=O)CCC3
86	-2	[O-][N+]12CCN(CC1)c1ccccc12
nt	7	Cc1cc(=O)[nH]c(SCC(=O)c2ccc(Br)cc2)c1C#N
159	4	CCOc1ccc(Oc2nc(Nc3ccc(C)cc3)nc(N(C)C)n2)nn1
nt	-2	Cc1ccccc1C(=O)Nc1sc2c(c1C(=O)O)CCC2
nt	-10	Cc1ccc(NC(=O)CS(=O)(=O)c2c[nH]c3ccccc23)c(C)c1
84	0	CCN(CC)CCCN1C(=O)C(O)=C(C(=O)c2ccc(C)o2)C1c1cccs1 (stereo not drawn)

# Rows are unselected. About 0.83% of those tested had a hit in this group.
